Screens as filed in PubChem.
Cardiac RTF inh: cardiac RTF calcium sensitivity inhibitors, primary screen, biochemical, IANBD-TnC fluorescence, EC70 calcium; AID 493244, 2011; hit rate 0.12% among 340,000; Troponin I, cardiac muscle (Homo sapiens) + Troponin T, cardiac muscle (Homo sapiens) + …; inhibition, % at 7.15 µM; IANBD-labeled cardiac RTF, Ca2+ fluorescence;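 active = inhibition above the mean inhibition of all tested compounds plus 3 SD, cut at about 17% in these data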;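 note: assay run at fixed EC70 calcium of 1.6 mM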
cardiac RTF act: cardiac RTF calcium sensitivity activators, primary screen, biochemical, IANBD-TnC fluorescence, EC20 calcium. Troponin I, cardiac muscle (Homo sapiens) + Troponin T, cardiac muscle (Homo sapiens) + …. IANBD-labeled TnC RTF fluorescence at EC20 calcium; 0% EC20 calcium, 100% full calcium. activation, % at 7.2 µM. hit rate 0.24% among 340,000;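 active = activation above the mean over all tested compounds plus 3 SD, cut at about 30% in these data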;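 note: rise in fluorescence read as greater calcium sensitivity of cardiac thin filaments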
PvdQ acylase: P. aeruginosa PvdQ acylase inhibitors, primary screen, biochemical, fluorescence, plate reader and imaging, single point; PvdQ acylase [Pseudomonas aeruginosa LESB58]; purified PvdQ acylase; inhibition, % at 10 µM; hit rate 0.063% among 340,000; in the data active = inhibition above about 30%, passing the limit was not always enough; inconclusive = no clear call, values can overlap the other calls;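 note: 0% = vehicle neutral wells and 100% = reference inhibitor wells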
Keap1 Nrf2 FP: Keap1-Nrf2 protein-protein interaction inhibitors, primary screen, biochemical, fluorescence polarization, single point | Kelch-like ECH-associated protein 1 (Homo sapiens), Q14145 | Keap1 Kelch-Nrf2 peptide fluorescence polarization, 1536-well | inhibition, % at 9.4 µM | hit rate 0.15% among 340,000 | AID 504523, 2011; in the data active = inhibition above about 12%; inconclusive = no clear call, values can overlap the other calls; inactive = below about 7.3%;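 note: human Keap1 Kelch domain with fluorescein labeled Nrf2 9mer peptide probe; 0% = neutral control wells and 100% = peptide positive control; higher means more block of Keap1 binding to Nrf2 peptide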
PfHsp90 set2: growth inhibition of PfHsp90-expressing yeast, primary screen, antimalarial PfHsp90 inhibitor project, S. cerevisiae, BacTiter-Glo luminescence, single point, set 2 | inhibition, % at 9.4 µM | AID 504621, 2011 | hit rate 0.32% among 310,000 | BacTiter-Glo ATP, 48 h; yeast lacking PDR1 and PDR3 efflux regulators;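 active = every replicate shows inhibition above about 80%, whatever the replicate mean, limit read from the data; inconclusive = mean inhibition reaches the set limit but some replicate falls short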;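 note: 0% = DMSO neutral controls and 100% = 20 µM radicicol positive controls; yeast relying on Plasmodium falciparum Hsp90 in place of its own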
dFosB activator: activators of delta FosB homodimer, primary screen, biochemical, fluorescence polarization, TAMRA-CDK5 oligo, single point; activation, % at 25 µM; hit rate 0.99% among 340,000; purified delta FosB; percent of positive-control signal above neutral wells; AID 493131, 2011;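 active = mean activation above about 17%, with every replicate also reaching it, limit read from the data, passing the limit was not always enough; inconclusive = only one of the two conditions met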;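 note: fluorescence polarization rise as delta FosB binds a TAMRA Cdk5 AP-1 oligo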
NSD2 inh: NSD2 histone methyltransferase inhibitors, primary screen, biochemical, AlphaScreen, single concentration, set 2 | AID 743445, 2014 | inhibition, % at 12.5 µM | Histone-lysine N-methyltransferase NSD2 (Homo sapiens), O96028 | NSD2 peptide methylation, 120 min | hit rate 0.54% among 310,000; in the data active = inhibition above about 50%
Target sequence (O96028 whole entry, looked up): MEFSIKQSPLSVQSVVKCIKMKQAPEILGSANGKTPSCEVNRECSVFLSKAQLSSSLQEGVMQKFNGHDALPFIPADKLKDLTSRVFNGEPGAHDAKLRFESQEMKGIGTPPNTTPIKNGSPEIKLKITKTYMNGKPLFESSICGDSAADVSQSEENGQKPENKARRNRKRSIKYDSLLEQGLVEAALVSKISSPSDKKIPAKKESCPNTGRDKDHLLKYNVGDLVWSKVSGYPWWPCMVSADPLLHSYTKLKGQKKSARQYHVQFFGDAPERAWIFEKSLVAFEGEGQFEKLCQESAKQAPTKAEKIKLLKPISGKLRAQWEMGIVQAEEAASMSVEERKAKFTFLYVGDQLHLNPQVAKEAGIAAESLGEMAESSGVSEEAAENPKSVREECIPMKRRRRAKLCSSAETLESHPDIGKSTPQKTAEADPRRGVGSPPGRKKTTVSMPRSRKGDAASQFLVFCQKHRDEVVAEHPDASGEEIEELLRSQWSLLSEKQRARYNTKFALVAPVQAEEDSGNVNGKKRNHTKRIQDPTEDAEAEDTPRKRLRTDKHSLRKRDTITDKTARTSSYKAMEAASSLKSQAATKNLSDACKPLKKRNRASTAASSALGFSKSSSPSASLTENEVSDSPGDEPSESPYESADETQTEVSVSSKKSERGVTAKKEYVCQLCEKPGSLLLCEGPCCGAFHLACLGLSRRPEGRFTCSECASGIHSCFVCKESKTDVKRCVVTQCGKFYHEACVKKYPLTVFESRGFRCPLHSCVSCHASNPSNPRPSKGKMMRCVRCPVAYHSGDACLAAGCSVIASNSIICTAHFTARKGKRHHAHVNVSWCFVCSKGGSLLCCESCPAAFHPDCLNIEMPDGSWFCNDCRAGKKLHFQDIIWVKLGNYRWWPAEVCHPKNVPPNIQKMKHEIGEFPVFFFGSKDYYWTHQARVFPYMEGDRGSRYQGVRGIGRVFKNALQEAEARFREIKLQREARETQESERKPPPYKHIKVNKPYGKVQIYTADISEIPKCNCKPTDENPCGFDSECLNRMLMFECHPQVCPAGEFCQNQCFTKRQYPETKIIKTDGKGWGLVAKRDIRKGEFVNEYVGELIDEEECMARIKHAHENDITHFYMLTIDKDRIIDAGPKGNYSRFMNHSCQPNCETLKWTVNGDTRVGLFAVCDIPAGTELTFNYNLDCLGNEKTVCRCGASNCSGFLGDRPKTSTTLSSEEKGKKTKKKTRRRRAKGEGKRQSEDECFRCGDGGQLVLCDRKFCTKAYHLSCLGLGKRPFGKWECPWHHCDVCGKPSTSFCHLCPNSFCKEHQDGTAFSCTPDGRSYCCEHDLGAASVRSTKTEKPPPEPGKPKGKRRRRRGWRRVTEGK
LANA DNA inh: inhibitors of KSHV C-LANA binding to DNA, primary screen, biochemical, fluorescence polarization, FAM-LBS DNA, MBP-C-LANA, single point; Kaposi's sarcoma herpesvirus LANA C-terminal domain (residues 932-1162) DNA binding; inhibition, % at 9 µM; hit rate 0.078% among 340,000; AID 504423, 2011;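 active = highest replicate inhibition at or above 60% at 9 µM, even if other replicates fall short; inactive = all replicates below 60% inhibition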;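 note: 0% = neutral control wells and 100% = 4 µM acridine orange control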
SUMO Mot1 rescue: yeast Mot1-301 growth rescue at high temperature, primary screen, SUMOylation pathway inhibitor project, S. cerevisiae, ATP luminescence, 38.5C | S. cerevisiae Mot1-301 growth rescue; percent above DMSO median, 100 means doubled | growth rescue, % at 18.8 µM | hit rate 1% among 320,000;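 active = every valid replicate shows activation above 250% relative to neutral control wells; inactive = the rest, any valid replicate at or below 250%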;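 note: OY570 slx delta 5 strain wells were the positive control but not used for scaling; some compounds called inactive have numbers as strong as hits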
CDK5 p35 inh: inhibitors of human CDK5/p35 kinase, primary screen, biochemical, single concentration; inhibition, % at 10 µM; Cyclin-dependent kinase 5 (Homo sapiens) + Cyclin-dependent kinase 5 activator 1 (Homo …; Recombinant CDK5/p35, ADP-Glo luminescence, 60 min; hit rate 0.01% among 330,000;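 active = highest replicate inhibition of at least 50% and at least 75% of replicates reaching 50%; inconclusive = only one of the two criteria met; inactive = both criteria failed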;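 note: plate controls were DMSO neutral control for no effect and GW8510 at 10 µM for full effect; many of its hits are not listed in these tables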
Rtt109 Vps75: inhibitors of C. albicans Rtt109/Vps75 HAT, primary screen, biochemical, ThioGlo CoA-SH fluorescence, plate reader | purified Rtt109/Vps75, 4 h | inhibition, % at 34.9 µM | hit rate 0.16% among 330,000 | AID 540336, 2011;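 active = inhibition of at least 50% in every replicate; inconclusive = best replicate reaches 50% inhibition but some replicates fall short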
Numbers without * were called inactive; i = inactive; ? = inconclusive; · = no result given.

Order of values – dFosB activator	PvdQ acylase	Keap1 Nrf2 FP	SUMO Mot1 rescue	Rtt109 Vps75	PfHsp90 set2	LANA DNA inh	cardiac RTF act	CDK5 p35 inh	Cardiac RTF inh	NSD2 inh
Cc1ccc(N=CC2=C(O)CC(c3cccc(Cl)c3)CC2=O)cc1 (configuration not stated)
    4	8	-4	22	9	12	-0.4	3	0.4	-1	-2
CCc1ccc([C@@H]2CC=C(C(=O)O)[C@H](c3ccc(C)cc3)N2S(=O)(=O)c2ccc(C)cc2)cc1
    -20	-5	5	·	-7	-1	4.2	-15	-0.7	0	·
Cc1noc(C)c1C(=O)Nc1ccc(C#N)cc1
    -7	-8	-6	-12	-8	-4	-2.7	1	-2.5	0	-1
CC(C)(CNC(=O)CC1C(=O)NCCN1Cc1cccc(F)c1)N1CCOCC1 (configuration not stated)
    -8	-2	-3	-10	11	6	-0.6	2	-0.2	4	2
Cc1nnc(SCC(=O)N(Cc2ccccc2)C(C)(C)C)[nH]c1=O
    2	-10	-2	-2	4	26	-3.1	-3	-0.2	1	-1
O=C(CSc1ncn[nH]1)NCc1ccc(Cl)cc1
    -6	-3	3	323	1	-16	-2.8	0	-0.3	-11	2
C=CCOC(=O)C1C(=O)CC(C)(O)C(C(=O)OCC=C)C1c1ccc(N(C)C)cc1 (configuration not stated)
    1	-1	0	120	-2	-1	-1.4	0	2.8	2	2
Cc1cc(C)n(-c2nc(C(=O)O)cs2)n1
    1	-3	-2	190	19	12	-0.9	·	0.9	·	-2
COc1ccccc1/C=C/C(=O)c1ccccc1
    -1	-8	-1	85	5	13	0.8	-2	1.3	-2	-1
COc1ccccc1NC(=O)/C=C/C(=O)O
    -14	-13	-5	·	-19	-11	-1.3	19	-5.6	-10	-2
CC(NC(=O)CCCOc1ccc(Cl)cc1)c1ccccc1 (configuration not stated)
    -4	-1	-7	263	-11	23	-0.3	5	0.7	-3	·
CN(C)c1ccc(C(c2nnnn2CCOC(=O)Nc2ccc(Cl)cc2)N2CCOCC2)cc1 (configuration not stated)
    -13	7	?	·	-2	12	1.6	-7	-0.9	1	7
Cc1ccc(NC(=O)/C=C/c2ccc([N+](=O)[O-])s2)cc1
    -3	-10	-6	6	-4	-55	-0.9	-2	-2.3	-14	-1
Cc1ccc(Sc2ncccc2COC(=O)Nc2c(C)cccc2C)cc1
    -11	9	3	-6	3	-8	-1.0	-6	-0.2	2	·
CN(c1ccccc1)S(=O)(=O)c1ccc(C(=O)NCc2ccccc2F)cc1
    -7	-2	1	2	-1	5	0.4	-3	-0.8	-8	-2
Cc1ccc2c(c1)[C@@H]1[C@H](CO2)[C@H](c2ccccc2)[C@]2(C)C(=O)N[C@H](C)C(=O)N12
    1	-3	-7	-15	1	31	0.7	-8	2.8	-1	·
ClCc1nnc(-c2cc3c(s2)CCCC3)o1
    1	8	-3	·	11	-46	-0.6	-4	0.1	-4	4
C=CCN(CC=C)C(=S)NCCc1ccc(OC)c(OC)c1
    0	3	2	10	6	-17	-1.5	2	-2.1	0	-3
O=C(NCc1ccccc1)C(c1ccc(Cl)cc1)N(C(=O)c1csnn1)C1CC1 (configuration not stated)
    -11	-11	-1	-24	-2	5	0.2	0	-2.2	-12	15
Cc1cc(=O)oc2cc(OCC(=O)OCC(=O)NC3CC3)ccc12
    -6	-13	4	-12	-1	13	0.2	0	0.9	-9	5
O=C(Oc1c(Cl)cc(Cl)c2cccnc12)c1ccco1
    -9	0	-2	218	-7	129*	2.3	-8	-1.7	1	2
Cc1noc(/C=C/c2ccccn2)c1[N+](=O)[O-]
    3	-16	-2	67	2	-56	-2.7	0	-0.9	-2	0
COc1ccc(-c2c(NC(=O)c3ccco3)oc3c(C)cccc3c2=O)cc1OC
    -9	-10	-2	2	3	18	1.6	5	-0.6	2	-3
CC(=O)Nc1ccc(S(=O)(=O)NC2=NCN(c3cccc([N+](=O)[O-])c3)CN2)cc1
    -3	-17	-3	-2	6	-21	-0.2	-5	-0.1	-3	-1
CCCNS(=O)(=O)c1ccc(NC(=O)c2cccnc2)cc1
    -5	-14	-4	-9	-4	13	0.2	-2	0.5	0	1
COc1ccc(NC(=O)c2ccc(NC(=O)COC(=O)c3cnc(C)cn3)cc2)cc1
    -2	-21	-4	-14	0	2	0.7	-9	-3.2	-10	0
CCOc1ccc(C)cc1S(=O)(=O)n1cnc2ccccc21
    -6	-11	-1	-15	5	2	-1.2	-4	-0.4	-12	-2
CCCCc1nc2ccccc2n1Cc1nnc2n1-c1ccccc1SC2
    -8	0	-2	4	5	8	-2.1	3	0.4	1	1
COC(C(=O)Nc1ccnn1C1CCN(Cc2ccccn2)CC1)c1ccccc1 (configuration not stated)
    3	-3	0	151	-3	2	0.7	-4	-1.3	-6	·
CCN1/C(=C/c2sc(-c3ccccc3C)c[n+]2C)Sc2ccccc21
    8	-14	-2	·	-1	6	-8.1	4	-2.3	-1	3
CC(=O)N/C(=N\c1nc(C)cc(C)n1)Nc1ccc2ccccc2c1
    -7	-11	-6	-2	1	-4	0.9	4	-2.6	-4	-3
Nc1nnc(Cc2ccc(Cl)c(Cl)c2)s1
    2	-5	-1	·	-2	-4	1.8	2	2.9	-9	-1
Cc1ccccc1NC(=O)N1CCN(C/C=C/c2ccccc2)CC1
    -6	-7	-2	336	-4	-18	2.7	0	-4.1	-5	-28
COc1cccc(-c2nnc(SCC(=O)Nc3cc(C)on3)o2)c1
    -1	-9	-1	0	-4	18	0.1	3	2.1	-9	3
Cc1ccc(S(=O)(=O)NCC(=O)N/N=C/c2ccccc2O)cc1
    -6	-5	0	0	0	2	-1.5	-4	-1.0	4	-3
O=C(COn1nnc2ccc(S(=O)(=O)N3CCOCC3)cc21)NCCc1ccccc1
    -7	-3	1	-7	2	2	0.8	-2	1.0	-6	-3
O=c1cc(-c2ccccc2Cl)oc2c(NS(=O)(=O)c3cc(Cl)cc(Cl)c3O)ccc(O)c12
    -7	0	-5	-17	-2	·	0.2	-20	0.9	15	·
CCN(c1ccccc1)S(=O)(=O)c1cc([N+](=O)[O-])ccc1N
    -4	0	-2	0	10	-5	0.1	·	1.4	·	-5
O=C(CN1C(=O)c2ccccc2S1(=O)=O)Nc1cccc(S(=O)(=O)N2CCCCC2)c1
    -5	8	-3	16	5	-12	0.0	-4	0.6	2	0
CC(C)OC(=O)c1c(NC(=O)c2cccs2)sc2c1CCCC2
    -5	-9	-5	8	13	·	0.0	-1	0.6	1	-1
CCSc1nc2ccccc2n1Cc1cccc([N+](=O)[O-])c1
    -5	0	6	4	-1	-5	-0.7	1	0.6	6	-1
COCc1ccc(C(=O)N2CCCC(C(=O)c3cc(F)ccc3F)C2)s1 (configuration not stated)
    3	-3	1	-5	-4	4	1.0	0	-0.6	-11	-1
COc1ccc(-c2c(-c3ccccc3)n(C)c3ccccc23)cc1
    0	-15	0	-25	-16	-18	-2.4	2	1.0	3	·
COCCCn1c(-c2ccc(S(=O)(=O)N3CCOCC3)cc2)csc1=Nc1ccccc1
    -3	-4	-3	128	6	9	-0.3	-7	0.7	12	-3
CCc1c(C)sc(NC(=O)c2ccc(Br)o2)c1C(=O)OC
    -2	-3	-2	-6	-22	3	1.9	-8	-0.3	-2	4
N#CCCN/N=C(/Cc1nc2ccccc2[nH]1)c1cccc(Cl)c1
    8	-11	-5	5	-6	4	2.2	-5	0.3	1	4
Cc1ccccc1-c1cc(=O)c2c(O)cccc2o1
    -2	-1	-5	0	1	18	0.1	9	-0.9	-18	·
COc1ccccc1N1CCN(C(C)C(=O)Nc2ccc(S(=O)(=O)N3CCOCC3)cc2)CC1 (configuration not stated)
    -5	-11	5	-12	14	5	-2.0	3	0.4	1	5
O=C(O)c1cc(NC(=O)c2ccc(Br)cc2)cc(NC(=O)c2ccc(Br)cc2)c1
    -12	-16	0	212	-5	13	-0.3	0	-0.8	-3	-1
COc1ccc(NS(=O)(=O)c2ccc(OC)c(NC(=O)CCC3CCCC3)c2)cc1
    1	-1	-4	·	13	7	-1.2	2	0.0	9	-3
CCOc1cccc2c1OC1(C)CC2NC(=O)N1c1cccc(F)c1 (configuration not stated)
    -2	-9	6	-13	-6	-9	1.7	-3	-0.7	-4	-3
N#C/C(=C\c1ccccc1[N+](=O)[O-])C(=O)Nc1ccc(S(N)(=O)=O)cc1
    -2	-8	0	-8	-5	-24	2.4	13	1.8	-6	23
CCN(CC)C(=O)Cn1cc(S(=O)(=O)CC(=O)N2CCCCCC2)c2ccccc21
    1	5	0	1	18	-14	1.0	3	-0.4	6	0
O=C(CSc1nnc(-c2cccnc2)n1CCc1ccccc1)NCc1ccccc1
    -1	-12	1	320	-11	4	-0.4	-2	-0.5	-17	0
O=C(Nc1ccccc1C(=O)NCc1cccnc1)c1ccccc1F
    -5	-7	-1	3	2	15	0.2	0	-3.5	-6	-1
COc1ccc(C(=O)N/N=C/c2c(CO)cnc(C)c2O)cc1
    -19	-7	-3	3	i	18	2.4	-3	1.3	2	-21
CCc1cc2c(=O)c(-c3cnn(-c4ccccc4)c3)c(C(F)(F)F)oc2c(CN(C)C)c1O
    -2	-11	-2	4	-12	20	0.1	1	0.8	-10	3
O=[N+]([O-])c1ccc(-c2nc(=S)c3c(o2)CCCC3)cc1
    0	-10	-8	-5	1	10	-0.4	1	1.3	-4	3
CCn1nnc(NC(=O)COc2ccc([N+](=O)[O-])cc2)n1
    -9	-13	-5	-17	0	-75	0.0	1	-2.6	-2	-3
CCCCN(C(=O)CN1C(=O)C2CC=CCC2C1=O)c1c(N)n(CCC)c(=O)[nH]c1=O (configuration not stated)
    2	-10	-1	-3	-3	36	0.1	-4	-0.6	-7	0
